# ST2 inh – IL1RL1 inhibition; Q01638; AlphaLISA ST2-Fc/biotin-IL-33 interaction, 1 h; inhibition, % for hits at 17 µM; 78,000 compounds, 2.3% hits; in the data active = inhibition above about 30%; inconclusive = mostly about 10% to 28%
# Target sequence (Q01638 whole entry, looked up): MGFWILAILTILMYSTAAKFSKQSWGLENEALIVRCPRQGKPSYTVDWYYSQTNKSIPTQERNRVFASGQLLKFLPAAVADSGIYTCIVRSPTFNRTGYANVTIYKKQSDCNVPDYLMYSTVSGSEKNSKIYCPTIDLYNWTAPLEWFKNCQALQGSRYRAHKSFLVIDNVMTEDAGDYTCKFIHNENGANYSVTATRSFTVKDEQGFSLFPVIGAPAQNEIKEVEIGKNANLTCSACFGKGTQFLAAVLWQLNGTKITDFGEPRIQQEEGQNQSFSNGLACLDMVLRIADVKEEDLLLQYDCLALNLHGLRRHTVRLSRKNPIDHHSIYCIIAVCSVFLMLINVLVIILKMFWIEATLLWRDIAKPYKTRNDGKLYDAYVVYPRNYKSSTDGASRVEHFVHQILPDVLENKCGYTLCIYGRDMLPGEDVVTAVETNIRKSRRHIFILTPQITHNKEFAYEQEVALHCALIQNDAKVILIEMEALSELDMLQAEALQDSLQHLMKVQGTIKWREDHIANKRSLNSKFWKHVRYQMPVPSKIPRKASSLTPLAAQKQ
# * hit, by the source's call; i = inactive; ? = inconclusive. This is a subset. The share of hits here may be higher or lower than overall.
smiles | ST2 inh
CCOC(=O)C1(Cc2ccccc2C(F)(F)F)CCN(C(=O)c2ccccn2)CC1 | i
CC(=O)c1cccc(NC(=O)O[C@@H]2CO[C@H]3[C@@H]2OC[C@@H]3Nc2nccc(-c3ccccc3)n2)c1 | i
CCC(=O)N1CCc2cc(Br)cc(S(=O)(=O)NCc3ccc(F)cc3)c21 | i
O=C(O)CCCCCNS(=O)(=O)c1ccc(Br)c(C(=O)O)c1 | i
CC1(C)CC(=O)c2cc(OCC(=O)N3CCCCCC3)ccc2O1 | i
O=C1Nc2ccc(Br)cc2C(O)(C(=O)NCc2cccs2)N1c1ccccc1 (stereo not given) | i
CCCCNC(=O)CCC1N=C2c3ccccc3N=C(SCc3cccc(F)c3)N2C1=O (stereo not given) | ?
Clc1ccccc1CO/N=C1/CCCc2nonc21 | i
O=C(N/C(=C/c1cccnc1)C(=O)N1CCOCC1)c1ccco1 | i
Cc1c(C(=O)NC2CCCc3ccccc32)oc2ccc(S(=O)(=O)N3CCOCC3)cc12 (stereo not given) | i
CCOc1ccc(Br)cc1/C=C1/C(=O)N(c2ccccc2)N=C1C | ?
CCN1CCC[C@H]1CNC(=O)c1cc(S(N)(=O)=O)ccc1OC | i
CCCCOc1ccc(C(=O)Nc2ccc(Nc3nc(C)cc(Nc4ccccc4)n3)cc2)cc1 | ?
O=C(NC1CCCCC1)C(Cc1ccccc1)N1C(=O)c2ccccc2C1=O (stereo not given) | i
Cc1nc2sc(C#N)c(N)c2c(C)c1C | i
FC(F)C(F)(F)C1=Nc2ccccc2N=C(c2ccccc2)C1 | ?
Cc1ccc(S(=O)(=O)Cc2noc([C@@H]3C[C@@H](O)CN3Cc3ccccc3)n2)cc1 | i
CCCOc1ccc(-c2nc3s/c(=C\c4cccs4)c(=O)n3n2)cc1 | i
CC1CCCCN1S(=O)(=O)c1ccc(NC(=O)c2ncn[nH]2)cc1 (stereo not given) | i
O=C(NCC1Cc2cc(-c3cnc4ccccc4c3)cc(F)c2O1)C1=CCCC1 (stereo not given) | i
CCOC(=O)c1cccnc1NCc1cccnc1N1CCN(C(C)=O)CC1 | i
CCn1c(SCC(=O)c2ccccc2)nc2ccccc2c1=O | i
CC12CN3CC(C)(CN(C1)C3c1ccc(Br)cc1)C2O (stereo not given) | ?
Cc1ccsc1CN(C)Cc1ncccc1C(=O)O | i
CCn1cc(C(=O)O)c(=O)c2cc3c(cc21)OCO3 | i
O=C(c1ccc(O)cn1)N1CCOC(Cc2cccc(C(F)(F)F)c2)C1 (stereo not given) | i
COc1ccc(S(=O)(=O)Nc2ccc(F)c(F)c2)cc1OC | i
CN(Cc1ccccc1)C(=O)CC1(c2cccc(C(F)(F)F)c2)CC(=O)N(C2CC2)C1=O (stereo not given) | ?
CCN(CC)CC(=O)Nc1ccc(Br)cc1 | i
COc1ccc(CNC(=O)COc2cc(C)c(Br)c(C)c2)cc1 | i
C=C1C(=O)OC2C3=C(C)C(=O)CC3C(C)CC(O)C12 (stereo not given) | i
Cc1nn(C)c(C)c1CN(C(=O)c1ccc(=O)n(C)c1)C(C)C | i
CN1CCN(c2ncccc2CNC(=O)C2CC=CCC2)CC1 (stereo not given) | i
O=C1C(=O)N(c2nccs2)C(c2ccccc2[N+](=O)[O-])C1=C(O)c1ccccc1 (stereo not given) | i
CCn1ncc(S(=O)(=O)N2CCCC(c3nn(C)c(=O)n3CC)C2)c1C (stereo not given) | i
CCN1CCCC1CNC(=O)CCC(=O)Nc1ccc2nc(N3CCN(C)CC3)cc(C)c2c1 (stereo not given) | i
COc1ccc(-c2cn(-c3ccc(Br)cc3)c(=O)[nH]2)cc1 | ?
O=C(Nc1ccc(S(=O)(=O)N2CCc3ccccc32)cc1)C(F)(F)F | i
Cc1ccc(C)c(CN2CCC(C(N)=O)CC2)c1 | i
COC(=O)CCNC(=O)c1nn(CC2CC2)c2c1CN(C(=O)c1ccccc1F)CC2 | i
O=C(O)C12C[C@@H]3C[C@@H](CC(O)(C3)C1)C2 | i
COc1ccc(Cl)cc1NC(=O)c1cc(C2CC2)on1 | i
O=C(CN1CCCCCC1)N1CCCCC1c1cccnc1 (stereo not given) | i
CCOc1ccc(S(=O)(=O)Nc2ccc(Cl)cc2)c2cccnc12 | i
CCN(CC)c1ncccc1CNC(=O)Nc1cccc(OC)c1 | i
CCc1cc(C(C)n2cc(-c3cccc(OC)c3OC)nn2)on1 (stereo not given) | i
CCc1nc2c([nH]1)c(=O)n(C)c(=O)n2C | i
NC(=O)c1ccccc1-c1cccc(CN2CCOCC2)c1 | ?
O=C(Nc1ccccn1)c1ccc([N+](=O)[O-])cc1 | ?
CN(C)c1ccnc2sc3c(=O)n(-c4ccccc4)cnc3c12 | i
COc1cccc(-n2cc(CNCc3nnc(-c4ccc(C)n4C)o3)cn2)c1 | i
CCC1(CC)OC(c2cccn2-c2ccc([N+](=O)[O-])cc2)Nc2ccccc21 (stereo not given) | 54%*
Cc1ccc(-n2cc(CNCCc3ccccn3)c(-c3cccc(C)c3)n2)cc1 | i
CC(C)=CCCC(C)(O)CCCC(C)(O)CCCC(C)(O)CCCC(C)(O)CCCC(C)(O)CCCC(C)(O)C(O)CC/C(C)=C/CC/C(C)=C/CO[C@@H]1O[C@H](CO)[C@@H](O)[C@H](O)[C@H]1O (stereo not given in full) | ?
CC(C)Sc1nc2c(c(=O)n1-c1ccc(Br)cc1)SCC2 | ?
Cc1nc(C)c(CNC(=O)c2ccc(NC(=O)c3ccoc3C)cc2)s1 | i
Cn1nc(C2CCN(C(=O)C3C=CCN3)CC2)n(Cc2ccccc2)c1=O (stereo not given) | ?
COc1ccc2c(c1)n([O-])c1c([n+]2=O)CCC1 | i
Cc1cc(N(C)C)nc(Nc2ccc(NC(=O)CC(C)(C)C)cc2)n1 | i
Cc1ccn2cc(-c3cccc(NC(=O)c4cc5cc(Br)ccc5oc4=O)c3)nc2c1 | i

# More structures:
smiles | ST2 inh
CCC(C)NC(=O)c1cc2cc3ccc(OC)cc3nc2s1 (stereo not given) | ?
CC1(C)C(=O)OC(/C(Br)=C/c2ccccc2)C(C)(C)C1=O (stereo not given) | i
COc1cccc(-c2noc(-c3ccc(N4CCC(N(C)C)C4)nc3)n2)c1OC (stereo not given) | i
O=C1C[C@H]2CC[C@@H](CN1)N2C(=O)CCc1ccc2c(c1)OCO2 | i
COc1ccc(C(=O)CC(=O)O)c2c1C=CC(C)(C)O2 | i
O=c1cc(CN2CCCC(N3CCN(c4ccccc4F)CC3)C2)[nH]c(=O)[nH]1 (stereo not given) | i
COc1ccc(-n2ncc3c(Nc4cc(Cl)ccc4OC)ncnc32)cc1 | i
C=CCn1c(SCC(=O)NCc2ccc3c(c2)OCO3)nc2sc3c(c2c1=O)CCCC3 | ?
CCN1CC(=NS(=O)(=O)c2ccc(C)cc2)N(CC)C1=O | i
CC[C@H]1CN(C(=O)c2ccnc(Cl)c2)CC[C@H]1CC(=O)O | i
Cc1ccccc1NC(=O)c1cccc(Cl)c1Cl | i
CCN(CC)CCNC(=O)CN1C(=O)CSc2ccc(S(=O)(=O)N3CCCCC3)cc21 | ?
Cc1cccn2c(=O)c3cc(C(=O)N4COCC4(C)C)sc3nc12 | i
COc1ccc(Nc2cc(C)nc(Nc3ccc(NC(=O)c4cccc(C)c4)cc3)n2)cc1 | ?
CCc1ccc(O)c(N=Cc2cc(C(=O)O)ccc2O)c1 | i
Cc1cc(N2CCC(C)CC2)nc2ccc(NC(=O)C3CCCO3)cc12 (stereo not given) | i
Cc1ccc(Cn2c(CNC(=O)CCc3ccccc3)nc3cccnc32)cc1 | ?
COc1ccc(OC)c(NC(=O)c2coc(=O)c3ccccc23)c1 | i
Cc1cc(N2CCN(C)CC2)nc2ccc(NC(=O)c3cc(-c4ccco4)nc4ccccc34)cc12 | ?
O=c1[nH]c2ccc(S(=O)(=O)NCCC3=CCCCC3)cc2s1 | i
COc1ccc(C2(C(=O)N3CCCC(c4ccn[nH]4)C3)CCCC2)cc1 (stereo not given) | i
Cc1nc(C(N)=O)c2c(n1)n(-c1ccc(F)cc1)c(=O)n2C | i
CCOC(=O)C1(Cc2ccccc2C)CCCN(S(=O)(=O)c2cccs2)C1 (stereo not given) | ?
COc1cc(CC2(CCC(=O)N3CCN(C(=O)c4cccs4)CC3)CCC(=O)N2)ccc1F (stereo not given) | i
O=C1Nc2ccccc2C12CCCN(Cc1ccc(-c3ccn[nH]3)o1)C2 (stereo not given) | i
CCc1ocnc1C(=O)N1CCOc2c(O)cc(-c3cccc(Cl)c3)cc2C1 | i
O=S(=O)(NCc1ccccc1)N1CCCCC1c1nc2ccccc2[nH]1 (stereo not given) | i
CC1CCN(S(=O)(=O)c2ccc3c(c2)CCN3C(=O)CCC(=O)O)CC1 | i
Cc1cc([N+](=O)[O-])nn1CCCC(=O)Nc1sc2c(c1C(N)=O)CCCC2 | i
O=C(NCc1ccc(F)cc1)c1ccc(CS(=O)(=O)c2ccc(Br)cc2)o1 | i

# Exported field by field: 4 of the compounds above
COc1ccc(-n2ncc3c(Nc4cc(Cl)ccc4OC)ncnc32)cc1
  ST2 inh = i

C=CCn1c(SCC(=O)NCc2ccc3c(c2)OCO3)nc2sc3c(c2c1=O)CCCC3
  ST2 inh = ?

CCN1CC(=NS(=O)(=O)c2ccc(C)cc2)N(CC)C1=O
  ST2 inh = i

CC[C@H]1CN(C(=O)c2ccnc(Cl)c2)CC[C@H]1CC(=O)O
  ST2 inh = i

# Exported as labelled records: entries from further up.
O=C1C[C@H]2CC[C@@H](CN1)N2C(=O)CCc1ccc2c(c1)OCO2
  ST2 inh: i

COc1ccc(C(=O)CC(=O)O)c2c1C=CC(C)(C)O2
  ST2 inh: i

# (further entries)
smiles | ST2 inh
CC(C)N(CCC#N)S(=O)(=O)c1ccccc1 | i
O=C(Cn1cnc2c(oc3ccccc32)c1=O)N1CCc2ccccc21 | i
CCN1CCCC1CN(CC1CCN(CCOC)CC1)C(=O)/C=C/C(C)C (stereo not given) | i
CCCCOc1ccc(C(=O)Nc2c3c(nn2-c2ccc(OC)cc2)CS(=O)C3)cc1 (stereo not given) | i
COc1ccc(C(=O)Nc2cc(Cl)ccc2C)cc1OC | i
Clc1ccc(CSc2ncccn2)c(Cl)c1 | ?
CCC1=NN(C(=O)c2ccc(C)cc2)C(O)(c2ccc(Br)cc2)C1 (stereo not given) | i
Cn1c(=O)c2cn(-c3ccccc3N)cc2n(C)c1=O | i
O=C(Cn1cnc2ccccc21)c1ccc(Br)cc1 | i
O=C(CCS(=O)(=O)c1cccc2nonc12)NCc1ccc(F)cc1 | i
COc1ccc(N2C(=O)CSC2c2ccc([N+](=O)[O-])cc2)c(OC)c1 (stereo not given) | ?
Cc1cc(C)cc(NC(=O)CSc2cn(CCNC(=O)c3ccccc3F)c3ccccc23)c1 | i
COc1ccc(-c2noc(CCC(=O)NC3CCCCC3)n2)cc1 | i
CC(C)(C)c1ccc(OCc2nnc(SCc3csc(N)n3)n2-c2ccccc2)cc1 | i
CN(Cc1ccccc1)C(=O)CCC1CCN(C2CCSC2)CC1 (stereo not given) | ?
CN(C)CC1(O)CCN(C(=O)CCCCc2ccccc2)C1 (stereo not given) | i
COc1cccc(N(CC(=O)Nc2ccc(C)c(Cl)c2)S(C)(=O)=O)c1 | i
Cc1ccc(C2C(C#N)=C(N)OC3=C2C(=O)CC(C)(C)C3)cc1 (stereo not given) | i
CCCN1C(=O)S/C(=C\c2c(NCCOC)nc3ccccn3c2=O)C1=O | i
Cc1ccc(-n2c(N)c(C#N)c3nc4ccccc4nc32)cc1Cl | i
Clc1ccccc1C1CC(c2ccco2)=Nc2ccccc2S1 (stereo not given) | ?
CCc1cc(N2CCC3(CC2)CNC(=O)O3)nc(N2CCOCC2)n1 | ?
CCN(C(=O)c1cc2cc3ccc(OC)cc3nc2s1)c1cc(OC)ccc1OC | 31%*
Cc1cccc(N(CC(=O)NCC2CCCO2)S(C)(=O)=O)c1C (stereo not given) | i
CCN(C)S(=O)(=O)NCC1CCN(Cc2ccccc2C)CC1 | ?
CCOC(=O)c1oc2ccccc2c1NC(=O)COc1ccccc1F | i
N#Cc1c(N)nc2c(c1-c1cccc(Br)c1)CCCCC2 | i
Cc1cccc2c(-c3ccc(Cl)c(C(N)=O)c3)c[nH]c12 | i
CC1CC(C)CN(c2ncnc(N)c2[N+](=O)[O-])C1 (stereo not given) | i
COc1ccccc1Oc1ncccc1CNCc1ccccc1Cl | i
CC(=O)c1ccc(NC(=O)N[C@H]2CO[C@H]3[C@@H]2OC[C@@H]3Nc2nccc(-c3cccs3)n2)cc1 | i
COc1ccc2c(c1)sc(=NC(=O)c1ccc(S(=O)(=O)N3CCC(C)CC3)cc1)n2C | i
COc1ccc(C2=C/C(=C\c3ccc(C)o3)C(=O)O2)cc1 | i
OC[C@@]12CCC[C@@H]1CN(Cc1cc3n(n1)CCCNC3)C2 | i
COCCN(Cc1ccsc1)C(=O)[C@@H]1C[C@H](N)CN1C | i
O=C(Cn1cnc2c(oc3ccccc32)c1=O)N1CCC(Cc2ccccc2)CC1 | i
O=C(NCc1ccccc1)c1cccc(S(=O)(=O)N2CCCCC2)c1 | i
CCc1cc2c(=O)c(-c3cscn3)coc2cc1OC(C)=O | i
CC(=O)c1ccc(NC(=O)O[C@@H]2CO[C@H]3[C@@H]2OC[C@@H]3NC(=O)NC2CCCCC2)cc1 | i
CC(C)C1C(C#N)=C(N)Oc2n[nH]c(-c3ccc4ccccc4c3)c21 (stereo not given) | ?

# Two consecutive entries from above:
smiles | ST2 inh
CCc1cc2c(=O)c(-c3cscn3)coc2cc1OC(C)=O | i
CC(=O)c1ccc(NC(=O)O[C@@H]2CO[C@H]3[C@@H]2OC[C@@H]3NC(=O)NC2CCCCC2)cc1 | i

# Screening data from PubChem.
